From PubChem BioAssay
OPRM1-OPRD1 inv: mu-delta opioid heterodimer inverse agonism. P35372+P41143. cell-based MOR-DOR heterodimer luminescence. inhibition, % at 9.3 µM. actives 0.21% (n = 340,000). AID 504357; in the data active means inhibition above about 22%, passing the limit was not always enough;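 further: 0% = cells with DMSO and 100% = wells without cells with DMSO; values of inactives mirror those of a sister screen read the other way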
Cardiac RTF inh: cardiac RTF calcium desensitization. P19429+P45379. IANBD-labeled cardiac RTF, Ca2+ fluorescence. inhibition, % at 7.15 µM. actives 0.12% (n = 340,000). AID 493244;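 active means inhibition above the mean inhibition of all tested compounds plus 3 SD, cut at about 17% in these data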;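 further: assay run at fixed EC70 calcium of 1.6 mM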
Keap1-Nrf2 PPI: inhibitors of human Keap1-Nrf2 protein-protein interaction | inhibition, % at 9.4 µM | Q14145 | actives 0.15% (n = 340,000) | Keap1 Kelch-Nrf2 peptide fluorescence polarization, 1536-well; in the data active means inhibition above about 12%;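 further: human Keap1 Kelch domain with fluorescein labeled Nrf2 9mer peptide probe; 0% = neutral control wells and 100% = peptide positive control; higher means more block of Keap1 binding to Nrf2 peptide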
Target sequence (Q14145 whole entry, looked up, the tested form may be a part): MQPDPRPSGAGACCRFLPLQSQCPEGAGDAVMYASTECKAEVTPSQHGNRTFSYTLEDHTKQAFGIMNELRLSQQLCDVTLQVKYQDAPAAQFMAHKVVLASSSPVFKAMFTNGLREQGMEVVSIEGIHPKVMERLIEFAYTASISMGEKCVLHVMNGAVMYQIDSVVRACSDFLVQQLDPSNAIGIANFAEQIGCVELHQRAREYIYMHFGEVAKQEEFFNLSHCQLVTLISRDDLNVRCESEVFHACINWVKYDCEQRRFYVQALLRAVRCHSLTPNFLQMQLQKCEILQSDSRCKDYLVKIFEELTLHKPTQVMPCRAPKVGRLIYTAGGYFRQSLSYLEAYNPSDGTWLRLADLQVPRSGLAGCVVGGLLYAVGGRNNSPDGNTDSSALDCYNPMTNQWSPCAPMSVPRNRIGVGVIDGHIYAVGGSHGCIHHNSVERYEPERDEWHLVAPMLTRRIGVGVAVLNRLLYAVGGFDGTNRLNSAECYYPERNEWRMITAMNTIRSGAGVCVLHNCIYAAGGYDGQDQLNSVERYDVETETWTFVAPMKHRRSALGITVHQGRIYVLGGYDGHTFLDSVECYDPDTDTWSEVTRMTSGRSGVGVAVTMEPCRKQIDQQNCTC
V-ATPase pHluor: yeast V-ATPase proton transport regulation by pHLuorin | actives 0.37% (n = 350,000) | response, % at 10 µM | S. cerevisiae, pHLuorin cytosolic pH fluorescence; in the data active means response mostly above about 7.3%, no sharp cut-off; inactive means mostly below about 5.4%; further: actives read high; inactives centre near 0; some compounds called inactive have numbers as strong as hits; reference of the scale not given here
HTR5A inv ag: counter-screen for OPRM1-OPRD1 inverse agonists: human HTR5A inverse agonism | inhibition, % at 9.3 µM | P47898 | HTR5A cell line, luminescence | actives 0.083% (n = 340,000); in the data active means inhibition mostly above about 23%, no sharp cut-off; inactive means mostly below about 18%;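 further: 0% = cells with DMSO and 100% = no-cell wells with DMSO; some compounds called inactive have numbers as strong as hits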
Target sequence (P47898 whole entry, looked up): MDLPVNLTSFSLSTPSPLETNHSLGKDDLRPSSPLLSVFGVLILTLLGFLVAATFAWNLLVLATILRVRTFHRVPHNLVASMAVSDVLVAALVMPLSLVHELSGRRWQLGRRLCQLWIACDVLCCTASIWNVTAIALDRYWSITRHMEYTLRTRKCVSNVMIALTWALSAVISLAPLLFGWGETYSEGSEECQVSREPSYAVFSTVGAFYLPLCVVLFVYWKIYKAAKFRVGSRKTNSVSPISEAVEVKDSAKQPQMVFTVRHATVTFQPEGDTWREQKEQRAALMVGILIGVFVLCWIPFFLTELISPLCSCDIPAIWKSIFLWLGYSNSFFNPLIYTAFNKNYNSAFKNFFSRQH
C-LANA FP: blocks KSHV LANA C-terminal domain binding to DNA; MBP-C-LANA/FAM-LBS DNA binding, fluorescence polarization; inhibition, % at 9 µM; actives 0.078% (n = 340,000);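 active means highest replicate inhibition at or above 60% at 9 µM, even if other replicates fall short; inactive means all replicates below 60% inhibition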;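 further: 0% = neutral control wells and 100% = 4 µM acridine orange control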
CAL-PDZ inh HTS: CAL PDZ (human) peptide binding inhibition; Q9HD26; purified CAL PDZ, TMR-peptide fluorescence polarization, 1 h; inhibition, % at 24.9 µM; AID 602252; actives 0.92% (n = 300,000);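 active means mean inhibition of at least 30% with at least half of replicates also reaching 30%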;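 further: 0% = DMSO neutral control and 100% = excess unlabeled competitor peptide PRC23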
HTR5A ag ctr: activates human HTR5A in OPRM1-OPRD1 agonist counter-screen; P47898; HTR5A agonist assay, luminescence, cell-based; activation, % at 9.3 µM; actives 0.61% (n = 340,000); in the data active means activation mostly above about 9.5%, no sharp cut-off; inactive means mostly below about 7.6%;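 further: 0% = cells with vehicle only and 100% = reference agonist; strong numbers were not always called active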
MOR-DOR ag: OPRM1-OPRD1 heterodimerization agonism | cells, luminescence | activation, % at 9.3 µM | actives 0.3% (n = 340,000); in the data active means activation above about 18%;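 further: 0% = vehicle-treated cells and 100% = reference agonist; values of inactives mirror those of a sister screen read the other way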
RTF Ca sens act: cardiac RTF calcium sensitization. P19429+P45379. IANBD-labeled TnC RTF fluorescence at EC20 calcium; 0% EC20 calcium, 100% full calcium. activation, % at 7.2 µM. actives 0.24% (n = 340,000). AID 493008;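 active means activation above the mean over all tested compounds plus 3 SD, cut at about 30% in these data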;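 further: rise in fluorescence read as greater calcium sensitivity of cardiac thin filaments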
The depositor's hits bear a star; nt = not tested or not shown.

Sequence of screens – MOR-DOR ag	Cardiac RTF inh	HTR5A inv ag	V-ATPase pHluor	OPRM1-OPRD1 inv	CAL-PDZ inh HTS	RTF Ca sens act	HTR5A ag ctr	Keap1-Nrf2 PPI	C-LANA FP
CCOc1ccccc1NC(=O)CSc1nnc(-c2ccccn2)n1Cc1ccco1
  -0.1	-4	-3	1	1	-2	-3	1	-7	-0.4
CCOC(=O)c1cc2sc(C)cc2n1C(C)C(=O)OCC (stereo unspecified)
  4.1	-1	13	-4	-23	-1	7	2	-4	0.7
CCC[N+](CC#Cc1ccccc1)(CCC)CC(=O)OC
  -1.6	0	1	10	10	2	-5	3	4	-1.2
COc1ccccc1CNC(=O)c1cc(-c2cccnc2)nc2ccccc12
  -1.4	1	2	1	7	6	2	-1	-2	0.5
COc1ccc(Cl)cc1NC(=O)CNC(c1ccccc1)c1ccccc1
  4.3	-20	6	-2	-31	-1	4	1	-2	-2.2
Cc1ccccc1CN(C)C(=O)COC(=O)c1ccc2[nH]c(C)c(C)c2c1
  -2.3	5	-27	3	11	-6	-5	7	3	0.2
O=C(CSc1ncnc2c1oc1ccccc12)Nc1ccccc1F
  -0.7	-10	3	-3	3	11	8	-1	-2	-1.0
COc1ccc(/C(O)=C2/C(=O)C(=O)N(CC3CCCO3)C2c2ccc(OC)c(OC)c2)cc1 (stereo unspecified)
  -1.7	-2	18	0	9	3	2	8	-3	-0.4
CCN(CC(=O)Nc1c(F)cccc1F)C(=O)c1cccc(-n2cnnn2)c1
  1.7	-15	14	0	-11	3	11	-8	0	1.1
CCCC(C(=O)NC1CCCC1)N(C(=O)c1snc(C(N)=O)c1N)c1ccc(F)cc1 (stereo unspecified)
  -1.1	-17	11	-4	6	-6	-2	-4	-5	0.3
COc1cccc(N2C(=O)CC(N3CCc4ccccc43)C2=O)c1 (stereo unspecified)
  -0.9	-5	4	3	5	0	4	1	3	1.9
COc1ccc(/C=N/N=C/c2ccc(OC)c(OC)c2)cc1OC
  -2.2	-14	0	3	13	-3	4	-3	0	-0.6
Cc1ccc(Sc2nnc(-c3ccccc3)cc2C#N)cc1
  1.7	2	3	-1	-9	-4	-5	-1	0	0.0
COc1cc(C)ccc1OCCCCNCc1ccccc1
  0.9	-2	-18	-4	-5	nt	5	1	-1	1.7
N#C/C(=C(/O)CN1CCCC1)c1nc(-c2ccccc2)cs1
  -2.3	-12	1	-2	13	-5	-1	0	-2	1.1
COc1ccc(NC(=O)CN(c2cccc(F)c2)S(C)(=O)=O)cc1OC
  0.0	-2	-27	2	0	1	1	12	-4	2.3
Cc1ccc(C(=O)C2CCN(CC(=O)Nc3nc(C)cs3)CC2)cc1
  -0.1	4	-1	-2	0	-2	-8	-6	3	-2.5
O=[N+]([O-])c1ccc(Cc2nnc(-c3ccccc3Cl)o2)cc1
  1.6	-10	-9	-47	-8	-2	0	3	-5	-0.5
O=C(O)c1ccc(/C=N/Nc2ccc(S(=O)(=O)N3CCCC3)cc2[N+](=O)[O-])cc1
  -0.1	-8	-13	9	1	2	10	0	3	1.4
CC(C)OCc1ccc(C(=O)N2CCN(S(=O)(=O)c3ccc(Br)s3)CC2)cc1
  -0.6	-6	-9	0	2	1	-1	1	-4	-0.7
CC1=C(C(=O)OCc2ccccc2)C(c2ccc(C)o2)C2=C(CCCC2=O)N1 (stereo unspecified)
  -0.5	-3	17	-4	3	0	-1	-7	-2	0.8
C[C@H](OC(=O)N1CCN(C(c2ccccc2)c2ccccc2)CC1)[C@@H]1O[C@@]2(C)CCC[C@H]1O2
  0.8	2	20	-3	-4	4	6	2	-3	1.8
COc1ccc(NC(=O)/C(Cl)=C(/Cl)S(=O)Cc2ccccc2Cl)cn1 (stereo unspecified)
  nt	nt	nt	3	nt	-6	nt	nt	-107	2.3
COc1ccc(CCN(C)C(=O)CCNS(=O)(=O)c2ccccc2C(F)(F)F)cc1OC
  -0.2	-2	13	-1	1	13	-1	-5	-5	1.3
Cc1ccc(NCCC(=O)c2cccc([N+](=O)[O-])c2)c(C)c1
  3.2	-9	-11	-3	-17	nt	0	2	-2	-0.7
O=C(O)c1ccc(NC2OC[C@@H](O)[C@H](O)[C@H]2O)cc1 (stereo partly specified)
  -2.4	-9	-30	4	13	-3	-6	1	-4	2.3
CCC1=C(OC(=O)N(CC)CC)N2C(=O)OC(=NCCOC)[C@]2(Cc2ccccc2)[C@H]2C1=CC[C@H]1C(=O)N(C)C(=O)[C@H]12
  -3.6	-6	8	-2	20	-1	-5	1	-2	4.0
Cc1sc2ncn(CC(=O)N(CC(=O)NC3CCCC3)Cc3cccs3)c(=O)c2c1C
  -0.5	-11	-1	-3	2	-5	-1	5	-3	-0.3
O=C(N/N=C/c1ccncc1)c1cccc(S(=O)(=O)Nc2ccc(Cl)cc2)c1
  -1.4	2	-4	4	7	-5	-8	1	1	-1.0
CCc1ccccc1NC(=O)C1CC(c2ccc(F)cc2)=NO1 (stereo unspecified)
  -3.4	2	-19	-1	21	-2	3	7	7	0.9
COc1ccc(CCNC(=O)CSc2nc3[nH]ncc3c(=O)n2-c2cccc(C(F)(F)F)c2)cc1OC
  -1.2	-4	-24	-2	7	nt	-2	-2	1	0.0
Cn1cc(CN2CCC(C(O)c3cccs3)CC2)c(-c2ccccc2F)n1 (stereo unspecified)
  -1.1	-13	-8	3	6	7	-2	-5	-1	-2.2
O=C(CSc1ncccn1)N1CCN(Cc2ccccc2)CC1
  -3.0	-5	4	0	15	-3	-6	-1	2	-0.6
C=CCn1c(SCC(=O)Nc2cc(C)on2)nc2sc3c(c2c1=O)CCCC3
  -1.7	-5	12	0	10	1	-1	-1	4	-1.2
CCCCn1c(=O)c(CCC(=O)OCC(=O)Nc2cc(Cl)ccc2OC)nc2ccccc21
  -3.4	-4	2	-2	17	-3	3	-1	1	2.0
CC(=O)/C(=N\Nc1ccc(C)cc1)Sc1nncn1C
  -1.8	6	20	-2	9	1	-5	-5	-3	-1.5
Cc1ccc(NC(=O)CNCc2cccs2)cc1Br
  -2.9	8	4	-1	13	-6	-7	-1	3	-0.4
O=C(CCN1CCN(C/C=C/c2ccccc2)CC1)Nc1ccccc1
  -2.3	-13	-15	0	12	-3	-6	0	4	0.2
O=C(CNCc1ccccc1Cl)Nc1cc(S(=O)(=O)N2CCOCC2)ccc1Cl
  -2.1	4	-15	4	8	-2	-5	5	-4	2.1
CC1=C(C(N)=O)C(c2ccc(Br)cc2)n2ncnc2N1 (stereo unspecified)
  -2.7	-4	-1	2	12	-9	0	0	-3	1.2
S=C(NCc1ccccc1)NCc1ccccn1
  -2.0	0	-10	0	10	nt	-2	1	-2	0.5
CC(C)(C)C(=O)N1CCN(c2c(Cl)cccc2[N+](=O)[O-])CC1
  -1.0	-4	1	0	5	-2	-6	-1	-3	-1.5
COc1cc(OC)c(-c2nc3c[n+](CC(=O)c4ccccc4)ccc3n2C)cc1OC
  -0.1	6	-31	-1	1	1	-2	3	-2	0.1
CCOc1ccccc1N(CC(=O)N1CCC(C)CC1)S(=O)(=O)c1ccc(C)cc1
  -5.1	-1	15	0	26	-3	-8	-6	3	-0.8
CCc1c(C)nc2ncnn2c1NCc1cccs1
  1.4	-6	-4	4	-8	1	0	1	2	-1.0
COc1ccccc1CNC(=O)C1CCCN(S(=O)(=O)c2c(C)[nH]c(=O)[nH]c2=O)C1 (stereo unspecified)
  -1.3	-3	21	2	6	-1	3	3	-7	0.8
O=C(c1cc2ccccc2[nH]1)N(Cc1cccnc1)CC1CCCN(C2CCCCC2)C1 (stereo unspecified)
  -0.8	-1	7	1	4	nt	5	-2	-3	0.3
Cc1cc(C(=O)NCCCC(=O)O)c(C)o1
  -2.9	6	12	2	14	6	-1	-3	-5	0.9
COc1ccc(CNS(=O)(=O)c2ccc(N3CCCC3)cc2Br)cc1
  -0.1	-3	-7	1	0	-2	6	2	2	-0.1
CCOc1ccc(NC(=O)CN(C)C(=O)c2cccnc2Sc2ccc(Cl)cc2)cc1OCC
  -0.7	-17	18	-6	4	-3	-13	-7	-6	1.1
COc1ccc(OC)c(NC(=O)NCCc2cccc(Cl)c2)c1
  3.2	-14	31	4	-17	nt	17	2	-6	-0.3
Cc1cc(NC(=O)COC(=O)c2cccc(O)c2)no1
  -2.2	3	4	2	11	1	4	-1	-5	-2.4
NC1=NC2=C(CCCC2)C2(CCCCC2)S1
  0.0	3	-25	0	0	-3	0	-5	-2	-1.1

Grouped by structure, the entries above with fluorine (8)
Sequence of screens – MOR-DOR ag	Cardiac RTF inh	HTR5A inv ag	V-ATPase pHluor	OPRM1-OPRD1 inv	CAL-PDZ inh HTS	RTF Ca sens act	HTR5A ag ctr	Keap1-Nrf2 PPI	C-LANA FP
O=C(CSc1ncnc2c1oc1ccccc12)Nc1ccccc1F
  -0.7	-10	3	-3	3	11	8	-1	-2	-1.0
CCN(CC(=O)Nc1c(F)cccc1F)C(=O)c1cccc(-n2cnnn2)c1
  1.7	-15	14	0	-11	3	11	-8	0	1.1
CCCC(C(=O)NC1CCCC1)N(C(=O)c1snc(C(N)=O)c1N)c1ccc(F)cc1 (stereo unspecified)
  -1.1	-17	11	-4	6	-6	-2	-4	-5	0.3
COc1ccc(NC(=O)CN(c2cccc(F)c2)S(C)(=O)=O)cc1OC
  0.0	-2	-27	2	0	1	1	12	-4	2.3
COc1ccc(CCN(C)C(=O)CCNS(=O)(=O)c2ccccc2C(F)(F)F)cc1OC
  -0.2	-2	13	-1	1	13	-1	-5	-5	1.3
CCc1ccccc1NC(=O)C1CC(c2ccc(F)cc2)=NO1 (stereo unspecified)
  -3.4	2	-19	-1	21	-2	3	7	7	0.9
COc1ccc(CCNC(=O)CSc2nc3[nH]ncc3c(=O)n2-c2cccc(C(F)(F)F)c2)cc1OC
  -1.2	-4	-24	-2	7	nt	-2	-2	1	0.0
Cn1cc(CN2CCC(C(O)c3cccs3)CC2)c(-c2ccccc2F)n1 (stereo unspecified)
  -1.1	-13	-8	3	6	7	-2	-5	-1	-2.2
